# PAFAH2 FP inh – PAFAH2 (human) inhibition | recombinant PAFAH2, FP-rhodamine activity probe, fluorescence polarization | inhibition, % at 3.39 µM | 340,000 tested, 0.99% active;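 active = inhibition above the mean over all tested compounds plus 3 SD, cut at about 30% in these data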;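 also: inhibitors block probe labeling of enzyme so polarization drops; 0% = enzyme with DMSO and 100% = wells lacking PAFAH2 protein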
# GSTO1 inh – counter-screen for RBBP9 inhibitors: inhibitors of human GSTO1. P78417. recombinant GSTO1, activity-based probe fluorescence polarization. inhibition, % at 5.96 µM. 300,000 tested, 1.1% active. AID 1974;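 active = inhibition above the campaign mean inhibition plus 3 SD, cut at about 35% in these data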;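 also: 0% = GSTO1-1 with DMSO and 100% = wells lacking GSTO1-1 enzyme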
# Target sequence (P78417 whole entry, looked up): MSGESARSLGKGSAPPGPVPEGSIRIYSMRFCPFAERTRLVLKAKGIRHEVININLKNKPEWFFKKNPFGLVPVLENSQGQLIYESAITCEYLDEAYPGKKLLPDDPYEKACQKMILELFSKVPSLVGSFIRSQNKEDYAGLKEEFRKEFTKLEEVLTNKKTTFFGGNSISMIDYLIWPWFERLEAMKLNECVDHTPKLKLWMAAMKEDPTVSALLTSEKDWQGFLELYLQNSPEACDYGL
# LYPLA1 counter – blocks human lysophospholipase 1, a PME1 counter-screen; 320,000 tested, 0.16% active; recombinant LYPLA1, FP-Rh probe fluorescence polarization; inhibition, % at 5.9 µM; AID 2174;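 active = inhibition above the mean of all tested compounds plus 3 SD, set per campaign, cut at about 14% in these data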;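 also: inhibitors block serine hydrolase probe labeling of LYPLA1 so polarization falls; 0% = enzyme with DMSO and 100% = wells lacking LYPLA1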
# PREPL inh – inhibitors of human prolyl oligopeptidase-like enzyme PREPL. Q4J6C6. recombinant PREPL, fluorescence polarization activity-based probe. inhibition, % at 5.96 µM. 320,000 tested, 0.68% active. AID 2751; in the data active = inhibition above about 43%;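 also: 0% = enzyme with DMSO and 100% = wells lacking enzyme; many of its hits are not listed in these tables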
# PAFAH1B3 FP inh – blocks human PAF acetylhydrolase 1B catalytic subunit 3; inhibition, % at 3.39 µM; Q15102; 340,000 tested, 0.28% active; recombinant PAFAH1B3, FP-rhodamine probe, fluorescence polarization;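 active = inhibition above the screen-wide average of all tested compounds plus 3 SD, cut at about 25% in these data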;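 also: 0% = enzyme with DMSO only and 100% = wells lacking PAFAH1B3 protein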
# Target sequence (Q15102 whole entry, looked up): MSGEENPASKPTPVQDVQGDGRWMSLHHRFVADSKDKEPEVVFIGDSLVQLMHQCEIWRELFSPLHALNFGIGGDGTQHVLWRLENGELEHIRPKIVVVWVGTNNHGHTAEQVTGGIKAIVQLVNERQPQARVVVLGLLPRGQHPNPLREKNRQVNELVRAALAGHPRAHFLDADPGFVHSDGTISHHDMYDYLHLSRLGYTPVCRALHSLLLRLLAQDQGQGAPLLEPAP
# LYPLA2 counter – blocks human lysophospholipase 2, a PME1 counter-screen | O95372 | recombinant LYPLA2, FP-Rh probe fluorescence polarization | inhibition, % at 5.9 µM | 320,000 tested, 0.38% active | AID 2177;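 active = inhibition above the screen-wide mean plus 3 SD, limit set per campaign, cut at about 26% in these data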;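 also: 0% = LYPLA2 with DMSO and 100% = wells lacking LYPLA2 enzyme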
# Target sequence (O95372 whole entry, looked up): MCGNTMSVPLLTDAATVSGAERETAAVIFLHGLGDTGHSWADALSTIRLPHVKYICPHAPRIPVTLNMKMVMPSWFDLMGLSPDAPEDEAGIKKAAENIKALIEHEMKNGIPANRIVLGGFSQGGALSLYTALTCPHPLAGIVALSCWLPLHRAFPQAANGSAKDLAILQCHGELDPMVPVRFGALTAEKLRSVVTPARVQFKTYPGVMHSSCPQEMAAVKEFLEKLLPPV
# pPAFAH inh – pPAFAH (human) enzyme inhibition; inhibition, % at 3.39 µM; recombinant pPAFAH, FP-rhodamine probe fluorescence polarization; AID 463082; 330,000 tested, 1.5% active;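 active = inhibition above the mean inhibition across the screen plus 3 SD, cut at about 25% in these data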;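 also: inhibitors block binding of the rhodamine activity-based probe so polarization drops; 0% = enzyme with DMSO and 100% = wells lacking pPAFAH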
# PAFAH1B2 FP inh – inhibitors of human PAFAH1B2 | P68402 | recombinant PAFAH1B2, FP-rhodamine activity probe, fluorescence polarization | inhibition, % at 3.39 µM | 340,000 tested, 1.2% active;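 active = inhibition above the mean of all tested compounds plus 3 SD, cut at about 24% in these data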;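 also: 0% = enzyme with DMSO and 100% = wells lacking PAFAH1B2; many of its hits are not listed in these tables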
# Target sequence (P68402 whole entry, looked up): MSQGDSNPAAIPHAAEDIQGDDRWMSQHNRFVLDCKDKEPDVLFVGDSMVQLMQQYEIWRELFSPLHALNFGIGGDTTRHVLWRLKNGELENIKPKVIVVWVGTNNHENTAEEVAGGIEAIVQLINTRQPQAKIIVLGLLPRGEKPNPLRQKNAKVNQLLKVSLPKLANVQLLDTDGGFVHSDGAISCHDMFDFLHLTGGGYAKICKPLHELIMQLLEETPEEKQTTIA
# PAD4 inh – inhibitors of human PAD4; recombinant PAD4, RCA probe fluorescence polarization; inhibition, % at 6.36 µM; 330,000 tested, 0.41% active; AID 485272;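 active = percent inhibition above a cutoff equal to the mean of all tested compounds plus 3 SD, cut at about 15% in these data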;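 also: 0% = PAD4 with RCA probe and DMSO and 100% = probe without PAD4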
# Numbers without * were called inactive; x = no result given.
SMILES,PAFAH2 FP inh,GSTO1 inh,LYPLA1 counter,PREPL inh,PAFAH1B3 FP inh,LYPLA2 counter,pPAFAH inh,PAFAH1B2 FP inh,PAD4 inh
CC(C)CNC(=O)CSc1nnc(CN2CCCCCC2=O)n1-c1ccccn1,6.6,1.6,2.2,4.8,18.5,0.9,-1.4,-1.6,-2.9
CCOC(=O)c1c(-c2ccc(F)cc2)csc1/N=C/N(C)C,4.1,22.2,1.1,11.3,10.7,6.5,2.2,9.1,0.7
CC(C)(C)Sc1nc(O)cc(=O)[nH]1,0.1,-5.6,-0.3,10.8,0.8,0.9,2.2,0.0,-1.5
Cc1ccc(S(=O)(=O)Nc2ccnc3ccccc23)cc1,-6.8,1.7,-0.2,0.7,-6.1,3.9,-2.6,1.5,1.0
Cc1ccc(NC(=O)C(C)OC(=O)Cn2cnc3ccccc3c2=O)cc1 (configuration not stated),-1.9,7.0,-0.6,-6.9,3.6,1.8,-0.5,2.9,-2.9
CCOc1ccccc1C(=O)Nc1nnc(SCC(=O)Nc2cc(C)on2)s1,-12.1,-3.0,5.2,2.3,-8.7,11.4,0.4,-6.4,1.4
O=C(CCn1c(=S)[nH]c2ccccc2c1=O)NCCc1ccc(Cl)cc1,2.8,-5.9,-0.7,-2.2,-1.8,-2.6,-7.2,-2.6,-1.9
CC(=O)NN1C(=O)c2ccccc2NC1c1cccc([N+](=O)[O-])c1 (configuration not stated),4.5,3.2,-0.5,0.2,12.6,-0.4,3.8,3.6,-2.3
CC(C)c1nc2oc3c(=O)[nH]cnc3c2c2c1CCC2,2.2,1.7,0.2,-8.9,4.9,5.4,3.9,5.2,-4.1
CC(=O)C1=C(C)Nc2cc(C(F)(F)F)ccc2S1,5.0,1.5,-3.0,2.3,0.6,-3.2,8.4,0.5,-8.0
COC(=O)CN(C)C1CC(=O)N(c2ccc(Cl)cc2)C1=O (configuration not stated),0.5,9.2,2.3,2.0,16.0,1.0,1.6,2.5,-4.2
O=C1[C@@H]2Cc3c([nH]c4ccccc34)C(c3cccc([N+](=O)[O-])c3)N2C(=O)CN1CCCO (some centres not stated),8.3,4.8,5.2,3.9,2.9,7.5,1.2,3.8,6.1
Cc1ccc(C(=O)N(Cc2nc(-c3ccc(C)cc3)no2)C(C)C)cc1,3.9,4.5,-2.6,-3.5,8.8,-3.2,-0.9,3.0,-2.9
CC(C)NC(=O)Nc1cccc2c1O[C@@H](CN(C)S(=O)(=O)c1ccc(F)cc1)[C@@H](C)CN([C@H](C)CO)C2=O,-1.7,x,x,2.0,-1.3,x,2.7,2.7,-5.5
CCc1cc2cc(OC)ccc2nc1SCC(=O)NNC(=O)c1ccco1,4.6,-6.9,-1.1,-4.5,4.5,1.3,-1.5,0.4,-2.5
O=C(Nc1cccc(S(=O)(=O)NCc2ccco2)c1)c1ccc(Cl)cc1,-1.4,x,x,-26.3,5.0,x,2.5,-0.1,-3.5
CC1CCCC(NC(=O)CNC(=S)N(Cc2ccccc2)Cc2cccs2)C1C (configuration not stated),3.5,6.5,-4.5,11.8,3.4,-4.8,-2.8,9.8,-1.6
C=CCN1CC(C(=O)N2CCC(Cc3ccc(Cl)cc3)(C(=O)OCC)CC2)CC1=O (configuration not stated),2.7,7.1,1.8,4.9,3.7,9.4,3.1,5.8,-5.9
CC(=O)Cc1nsc(Nc2ccc(Cl)cc2)n1,4.9,6.2,-2.1,-3.3,5.9,-4.0,2.3,3.0,-2.1
N#Cc1ccccc1S(=O)(=O)N1CCN(C(=O)Cc2coc3cc(O)ccc23)CC1,-2.3,x,-0.4,13.6,-0.7,-1.0,5.8,5.8,1.8
CCOCCCNC(=S)N(CCN(CC)CC)Cc1cc2cc3c(cc2[nH]c1=O)OCCO3,3.2,-1.8,-2.2,1.6,5.9,4.8,2.4,-0.2,0.2
O=C(Nc1cccc(S(=O)(=O)NCc2ccco2)c1)c1cc(-c2ccccc2)nc2ccccc12,-62.4,-5.8,-27.8,-0.5,-23.1,-62.5,-23.4,-24.1,-3.1
Cn1nc(-c2ccccc2F)c2cc(C(=O)Nc3ccc4c(c3)OCCO4)sc21,-16.1,-14.6,-18.8,10.3,-21.6,-25.7,2.8,2.7,-3.8
O=C(COc1ccccc1Cl)N(Cc1cccs1)C1CCS(=O)(=O)C1 (configuration not stated),0.6,3.7,-0.8,-5.0,2.8,-0.9,3.8,4.9,-3.7
Cc1ccc(C(=O)NNC(=S)NC(=O)c2ccccc2)cc1,-1.2,11.5,0.8,14.5,-0.4,7.8,4.4,0.2,4.1
# Following part
SMILES,PAFAH2 FP inh,GSTO1 inh,LYPLA1 counter,PREPL inh,PAFAH1B3 FP inh,LYPLA2 counter,pPAFAH inh,PAFAH1B2 FP inh,PAD4 inh
COC(=O)c1ccc(NC(C(=O)OC)C(C)C)c([N+](=O)[O-])c1 (configuration not stated),4.2,-6.4,1.8,0.9,8.1,4.8,1.6,3.0,0.9
CCc1ccc(C2(C)SC(NC(C)=O)=NN2C(C)=O)cc1 (configuration not stated),-1.4,-1.9,-2.9,8.5,0.4,11.0,3.4,0.5,0.2
CCCCCNC(=O)CCn1c(=O)oc2ccccc21,-0.6,-0.6,2.0,-3.2,4.1,0.2,2.3,-1.6,-2.2
CN(C)CCNC(=O)Nc1ccc([N+](=O)[O-])cc1,11.1,0.5,-2.0,5.5,17.3,-2.6,2.5,13.7,0.2
O=C(O)C(c1ccccc1)N1CCCCC1 (configuration not stated),3.2,-4.0,0.3,1.7,2.9,3.8,5.0,1.0,0.8
Cc1ccc(NC(=O)CSc2nnc(COc3ccc(C#N)cc3)n2-c2ccccc2)cc1C,0.0,1.3,-1.9,-11.0,-5.8,-5.9,1.9,2.6,4.8
CCOC(=O)COc1ccccc1-c1ccno1,-0.7,-2.6,1.2,-2.7,2.6,5.7,0.0,6.3,-2.1
CCOc1ccccc1-n1c(=O)c2ccccc2c2ccccc2c1=O,-0.8,2.7,-3.0,-12.3,0.5,0.8,3.1,4.1,0.5
CCC1CCCCN1C(=O)CN1C(=O)c2ccccc2S1(=O)=O (configuration not stated),-7.4,3.2,-1.9,-4.1,-1.9,-1.7,0.2,4.0,-1.4
CCOC(=O)c1c(-c2ccccc2)oc2ccc(OCC)cc12,-7.1,-6.9,1.1,-3.7,5.4,-4.4,4.4,-0.3,4.0
O=C(/C=C/c1ccc(Cl)cc1)N1CCOCC1,-5.7,3.9,-1.4,-14.2,9.1,-0.8,-3.7,0.5,2.2
CCn1c(SCC(=O)N2CCOCC2)nnc1-c1cccs1,-2.2,-0.1,-5.1,12.0,-1.9,-8.3,-3.7,3.9,0.3
O=C(c1cc(-c2ccc(F)cc2)on1)N1CCCc2ccccc21,0.7,4.7,4.6,10.6,1.9,11.4,-2.8,1.1,-4.0
CC(=O)NC(=S)Nc1cccc(S(=O)(=O)NC2=NCCC2)c1,7.9,0.8,3.3,3.1,-0.5,4.7,9.0,-2.9,-0.6
CCN(CC)CCNC(=O)C(=O)NCC1OCCN1S(=O)(=O)c1ccc(Cl)cc1 (configuration not stated),-1.0,-0.4,-1.9,-3.7,5.2,-0.1,-0.1,-2.7,-4.7
COC(=O)COc1cccc(NS(=O)(=O)c2ccc(NC(C)=O)cc2)c1,-1.8,2.6,1.6,-10.4,9.8,3.0,2.5,3.0,0.1
CSc1n[nH]c(NCc2ccc(C)cc2)n1,0.8,1.7,3.8,-1.6,3.5,8.2,3.3,12.0,-5.1
CCOc1ccccc1CN1CCNC(=O)C1CC(=O)N(C)Cc1cnccn1 (configuration not stated),0.2,0.2,-0.8,9.3,7.5,-4.3,-0.3,-1.0,1.3
COc1ccc(C2C(C(=O)c3cccs3)=C(O)C(=O)N2c2nnc(C)s2)cc1OC (configuration not stated),3.2,-7.4,0.7,19.8,-2.1,-4.9,2.1,-5.2,-4.8
COc1cccc(-c2nnc(SCc3cccnc3)o2)c1,-11.5,5.1,-6.9,3.9,8.6,4.5,0.5,4.1,2.7
CSc1nnc(-c2ccc(S(=O)(=O)N3CCCC3)cc2)n1C,-10.3,5.1,1.1,2.1,3.5,-1.3,-0.3,12.7,-0.7
COc1ccc(N=Nc2cc(C)c(O)c(CN3CCCCC3)c2)cc1,-5.5,-4.4,-0.4,7.8,3.0,-1.5,-2.0,1.7,2.9
Cc1ccc(C)c(NC(=O)CCC(=O)NNC(=O)C(c2ccccc2)c2ccccc2)c1,0.4,-4.0,0.2,5.9,4.7,-2.8,2.3,5.1,-0.9
CCc1cc(C(=O)N(C)CC(=O)Nc2c(Cl)cccc2Cl)sc1C,-4.1,x,-1.5,7.4,7.8,1.7,0.7,1.5,4.0
c1ccc(Oc2cccc3cccnc23)nc1,-1.0,4.7,-0.8,-3.6,-3.2,1.7,0.3,-3.3,-2.4
C#CCSc1nnc(-c2ccc(O)cc2)o1,9.4,5.5,-3.4,2.1,4.1,-6.2,3.8,6.4,4.1
Oc1ccc(C2C(c3ccccc3)=NN=C(c3ccc(Cl)cc3)N2O)c(O)c1 (configuration not stated),-4.0,-22.5,-14.3,5.6,-0.3,-14.2,16.2,-1.8,-26.8
Cc1ccc([C@@H]2[C@@H]3C(=O)N(C)C(=O)[C@@H]3[C@]3(Cc4ccccc4)C(=O)N(Cc4ccccc4)CC(=O)N23)o1,3.9,0.6,-0.1,1.7,3.4,0.6,2.2,5.6,-1.0

# Not a retest: 9 of the compounds above.
SMILES,PAFAH2 FP inh,GSTO1 inh,LYPLA1 counter,PREPL inh,PAFAH1B3 FP inh,LYPLA2 counter,pPAFAH inh,PAFAH1B2 FP inh,PAD4 inh
COc1cccc(-c2nnc(SCc3cccnc3)o2)c1,-11.5,5.1,-6.9,3.9,8.6,4.5,0.5,4.1,2.7
CSc1nnc(-c2ccc(S(=O)(=O)N3CCCC3)cc2)n1C,-10.3,5.1,1.1,2.1,3.5,-1.3,-0.3,12.7,-0.7
COc1ccc(N=Nc2cc(C)c(O)c(CN3CCCCC3)c2)cc1,-5.5,-4.4,-0.4,7.8,3.0,-1.5,-2.0,1.7,2.9
Cc1ccc(C)c(NC(=O)CCC(=O)NNC(=O)C(c2ccccc2)c2ccccc2)c1,0.4,-4.0,0.2,5.9,4.7,-2.8,2.3,5.1,-0.9
CCc1cc(C(=O)N(C)CC(=O)Nc2c(Cl)cccc2Cl)sc1C,-4.1,x,-1.5,7.4,7.8,1.7,0.7,1.5,4.0
c1ccc(Oc2cccc3cccnc23)nc1,-1.0,4.7,-0.8,-3.6,-3.2,1.7,0.3,-3.3,-2.4
C#CCSc1nnc(-c2ccc(O)cc2)o1,9.4,5.5,-3.4,2.1,4.1,-6.2,3.8,6.4,4.1
Oc1ccc(C2C(c3ccccc3)=NN=C(c3ccc(Cl)cc3)N2O)c(O)c1 (configuration not stated),-4.0,-22.5,-14.3,5.6,-0.3,-14.2,16.2,-1.8,-26.8
Cc1ccc([C@@H]2[C@@H]3C(=O)N(C)C(=O)[C@@H]3[C@]3(Cc4ccccc4)C(=O)N(Cc4ccccc4)CC(=O)N23)o1,3.9,0.6,-0.1,1.7,3.4,0.6,2.2,5.6,-1.0

# Screening results deposited in PubChem by The Scripps Research Institute Molecular Screening Center.

# Only part of the results is shown; the hit share may differ from the screen's.
